Source: PubChem BioAssay (several laboratories)
CRFR2-BP antag – antagonists of CRF-BP/CRF-R2 complex, primary screen, cell-based, HEK293, calcium dye fluorescence, uHTS; CRF-induced calcium fluorescence; inhibition, % at 11.8 µM; 350,000 compounds, 0.59% hits; AID 588475, 2011;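 active = inhibition of the ligand-induced calcium signal above about 50% at the single tested concentration, limit read from the data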
pCIP destab – p/CIP-EGFP fusion destabilizers, primary screen, fluorescence, F442A cells | Q05BA5 | 16 h | decrease of EGFP signal, % at 10 µM | 290,000 compounds, 0.01% hits | AID 1984, 2009;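 active = EGFP signal decrease of at least 30% at 10 µM or well 3 SD below plate mean, unless failing retest; inactive = the rest, including hits failing retest or dose response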; also: some compounds called inactive have numbers as strong as hits; many of its hits are not listed in these tables
CHRM4 PAM – human M4 muscarinic receptor positive allosteric modulators, primary screen, CHO-K1 cells, Fluo-8 calcium fluorescence | Muscarinic acetylcholine receptor M4 (Homo sapiens), P08173 | CHO-K1 hM4/Gqi5, ACh EC20; 0% = ACh EC20, 100% = maximal ACh | activation, % at 3 µM | 360,000 compounds, 0.4% hits | AID 624126, 2012;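 active = activation above its plate's cutoff, the mean activation of sample wells plus 3 SD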; also: some results filed as inactive read as strong as hits
IDE inh – human IDE inhibitors in live cells, primary screen, fluorescence polarization, HEK cells, FAbetaB substrate; Insulin-degrading enzyme (Homo sapiens), P14735; FAbetaB cleavage; inhibition, % at 5.59 µM; 320,000 compounds, 0.41% hits;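 active = percent inhibition above the average of all tested compounds plus 3 SD, set per screening campaign, cut at about 16% in these data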;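 also: IDE supplied by intact live HEK cells; FP after avidin binding of uncleaved biotin substrate so inhibition keeps polarization high; 0% = DMSO wells and 100% = 60 µM reference IDE inhibitor Ii1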
PHOSPHO1 inh – PubChem AID 1565; Phosphoethanolamine/phosphocholine phosphatase (Homo sapiens), Q8TCT1; recombinant PHOSPHO1, absorbance phosphatase assay; inhibition, % at 13.3 µM; 290,000 compounds, 1.1% hits; in the data active = inhibition above about 60%
Target sequence (Q8TCT1 whole entry, looked up): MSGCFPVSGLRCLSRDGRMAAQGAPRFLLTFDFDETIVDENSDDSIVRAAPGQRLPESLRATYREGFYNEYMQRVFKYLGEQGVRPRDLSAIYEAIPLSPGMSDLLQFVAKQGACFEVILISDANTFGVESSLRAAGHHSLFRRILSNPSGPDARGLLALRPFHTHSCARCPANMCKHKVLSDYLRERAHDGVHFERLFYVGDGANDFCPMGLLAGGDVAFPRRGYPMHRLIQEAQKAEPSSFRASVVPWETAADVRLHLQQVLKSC
MEKK3 PB1 HTS – modulators of MEKK3-MEK5 PB1 binding, primary screen, biochemical, wildtype MEKK3, multiplex bead flow cytometry, Alexa488-MEK5; binding response (% of control), % at 10 µM; bead-based flow cytometry, Alexa488-MEK5 binding to MEKK3; actives lie on both sides; 0 = blocked by unlabeled MEK5, 100 = vehicle; AID 1529, 2009; 290,000 compounds, 1.4% hits; Mitogen-activated protein kinase kinase kinase 3 (Homo sapiens), Q99759;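 active = binding response more than 3 SD above or below the average of its plate-row segment, actives on both sides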;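 also: Alexa488 bead fluorescence after subtracting the streptavidin-only scavenger bead signal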
Target sequence (Q99759 whole entry, looked up): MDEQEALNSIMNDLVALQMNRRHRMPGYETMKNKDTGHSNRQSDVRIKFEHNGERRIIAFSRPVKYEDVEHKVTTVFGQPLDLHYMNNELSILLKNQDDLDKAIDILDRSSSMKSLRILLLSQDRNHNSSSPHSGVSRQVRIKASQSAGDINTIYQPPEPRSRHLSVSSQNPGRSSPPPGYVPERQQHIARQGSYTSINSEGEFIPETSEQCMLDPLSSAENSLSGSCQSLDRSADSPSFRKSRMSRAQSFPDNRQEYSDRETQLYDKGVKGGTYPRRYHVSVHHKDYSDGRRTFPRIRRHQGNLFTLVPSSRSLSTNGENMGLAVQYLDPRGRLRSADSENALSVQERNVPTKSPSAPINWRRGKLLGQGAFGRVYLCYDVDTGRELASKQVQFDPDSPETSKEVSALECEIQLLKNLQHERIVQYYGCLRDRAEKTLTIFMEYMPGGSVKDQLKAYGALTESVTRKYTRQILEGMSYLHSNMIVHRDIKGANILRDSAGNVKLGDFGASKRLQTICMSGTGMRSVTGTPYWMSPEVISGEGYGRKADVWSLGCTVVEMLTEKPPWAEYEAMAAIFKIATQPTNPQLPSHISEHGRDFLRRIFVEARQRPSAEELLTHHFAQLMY
GalR3 antag – GalR3 antagonists in HEK293 cells, primary screen, cell-based, fluorescence readout; HEK293 GalR3-CNG cAMP membrane potential fluorescence; galR3 body fused to GalR1 C-terminus; inhibition, % at 3 µM; 360,000 compounds, 0.44% hits;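 active = inhibition above the screen-wide average plus 3 SD, cut at about 13% in these data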;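 also: forskolin and galanin both at EC90 stimulate the cells; cAMP rise reported by CNG channel membrane potential dye signal; 0% = forskolin plus galanin with DMSO and 100% = forskolin alone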
IDE act – human IDE activators in live cells, primary screen, fluorescence polarization, HEK cells, FAbeta-B substrate; Insulin-degrading enzyme (Homo sapiens), P14735; FAbeta-B cleavage; 0% vehicle, 100% cell-free pure enzyme wells; activation, % at 5.96 µM; 340,000 compounds, 0.073% hits; AID 493087, 2011;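 active = activation above the mean of all tested compounds plus 3 SD, set per screening campaign, cut at about 17% in these data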
CRFR2-BP ag – agonists of CRF-BP/CRF-R2 complex, primary screen, cell-based, HEK293, calcium dye fluorescence, uHTS. calcium dye fluorescence (FLIPR); percent of saturating CRF peptide response. activation, % at 13.2 µM. 350,000 compounds, 0.46% hits. AID 588473, 2011;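 active = activation of at least 50%, plus an integration ratio under a set limit after plate pattern correction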;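 also: plate controls were neutral control wells without compound for no effect and CRF at EC100 for full effect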
* = called active by the depositor; . = not tested or not shown.

SMILES	CRFR2-BP antag	pCIP destab	CHRM4 PAM	IDE inh	PHOSPHO1 inh	MEKK3 PB1 HTS	GalR3 antag	IDE act	CRFR2-BP ag
COc1cccc(/C=C2\SC(N)=NC2=O)c1OS(=O)(=O)c1ccccc1	16.5	10.3	6.1	-1.8	-10.1	96.0	-2.1	3.0	-0.1
C[C@H](NC(=O)NCCc1ccccc1)C(=O)O	1.6	2.4	4.2	0.4	1.2	94.0	0.1	3.9	-0.4
Cc1cc(-c2nc(-c3ccc(C(C)(C)C)cc3)no2)no1	-18.8	-8.4	3.2	1.7	49.1	103.0	-5.3	4.4	4.1
O=[N+]([O-])c1cc(/C=N/OCc2c(Cl)cccc2Cl)ccc1N1CCOCC1	-13.5	-1.4	-2.5	-0.3	14.3	102.0	1.3	6.5	-3.1
Cc1cc(C)c(-c2nc3ccccc3s2)[nH]1	-21.4	-8.1	2.9	5.3	-25.0	106.0	-4.1	-2.8	0.4
COc1ccccc1-n1c(SCC(=O)N2CCCCC2)nc(O)c(Cc2ccccc2)c1=O	7.8	4.7	-0.1	0.0	32.9	102.0	-8.2	4.4	-0.8
CNC(=O)COC(=O)c1cc(-c2ccc(OC)cc2)nc2ccccc12	-21.5	10.2	8.3	3.3	4.2	93.0	-3.4	2.4	1.7
COc1ccc(CN2CCC(=O)N([C@H](CO)CC(C)C)CC2)cc1OC	3.6	-3.5	4.9	7.9	9.6	105.0	-1.3	-3.4	-2.4
COC(=O)c1ccc(C)c(-n2c(C)cc(C=O)c2C)c1	16.7	-15.4	1.1	-2.4	2.4	150.0*	-3.0	7.2	-2.3
COc1cccc(NC(=O)CN2C(=O)COc3ccc(C)cc32)c1	3.3	-11.9	0.4	4.4	.	106.0	-11.0	7.6	-1.0
S=C1N(c2ccccc2)C(c2ccc(Cl)cc2)N2CCCN12 (stereo unspecified)	-5.0	-9.1	-19.1	2.0	41.9	105.0	1.8	1.9	-2.5
COC(=O)CN1C(=O)C(C)(C)Oc2ccc(C(=O)Nc3ccccc3F)cc21	5.1	-7.9	-4.6	-2.4	23.0	103.0	-10.0	4.2	-0.1
Cc1cccc(C)c1NC(=O)CN(C)C(=O)C1CC(=O)N(c2cccc3ccccc23)C1 (stereo unspecified)	-9.1	.	1.1	-0.6	.	.	3.2	4.5	-1.1
CCOC(=O)/C(=C/c1ccc(F)cc1)NC(C)=O	5.7	-5.5	9.7	-4.7	-8.9	106.0	-4.6	4.6	2.1
O=C(O)c1ccc(-c2nc(-c3ccc(Cl)c(Cl)c3)cs2)cc1	33.4	-2.9	2.8	1.8	-15.2	113.0	.	-3.1	0.0
CC(C)(C)OC(=O)C[C@@H]1C/C=C\C[C@@H](CC(=O)N(CCO)Cc2ccccc2)C(=O)NC[C@H](c2ccccc2)OC1=O	-8.1	.	-5.1	6.2	.	.	-3.8	4.2	-1.4
COCC(=O)N(C)C1(c2nnnn2CCOC(=O)Nc2ccc(Cl)cc2)CCCC1	-4.3	0.2	-7.0	0.9	8.9	101.0	1.9	-1.9	-0.9
Cc1cc(N/C=C(\C#N)S(=O)(=O)c2ccccc2Cl)nc(C)n1	8.8	-12.1	-16.3	1.8	23.1	97.0	3.3	2.2	0.4
COc1ccc(CCNC(=O)CNCC(c2ccccc2)N(C)C)cc1OC (stereo unspecified)	16.8	0.9	7.9	2.7	9.7	101.0	-3.9	5.8	-2.7
O=C1NC(C(=O)O)=CC(c2ccc([N+](=O)[O-])cc2)N1 (stereo unspecified)	-1.1	0.8	3.8	0.2	3.8	101.0	1.0	1.4	0.3
c1ccc(-c2ccc3sccc3n2)cc1	9.9	.	4.1	-0.9	.	103.0	-5.7	0.0	-4.6
COc1ccc(OC)c(/C=N/N(C)c2ccccc2)c1	-4.6	-7.8	-7.1	1.6	13.8	94.0	1.8	-0.6	-2.3
COC(=O)C1=C(C)N(CC2CCCO2)C(=O)/C1=C\c1ccc(O)cc1 (stereo unspecified)	-5.0	-5.9	8.8	-1.2	39.5	94.0	-2.1	4.3	-2.1
O=C(N/C(=C\c1ccc(Br)cc1)C(=O)N1CCOCC1)c1ccc([N+](=O)[O-])cc1	-10.4	-11.2	-10.9	1.8	30.4	100.0	-5.0	-1.0	0.9
O=C(/C=C/c1ccc(F)cc1)Nc1ccc(S(=O)(=O)N2CCOCC2)cc1	7.8	7.7	-0.1	12.6	38.3	102.0	0.4	-2.5	0.7
CC(C)CNS(=O)(=O)c1ccc(OCC(=O)Nc2ccc3c(c2)OCCO3)cc1	11.6	-10.3	2.6	-6.5	-6.4	99.0	2.1	0.3	0.9
NC(=O)c1nc(C(=O)N2CCCCC2)c2ccccc2n1	11.1	.	6.0	2.8	.	.	-0.1	-0.6	2.8
FC(F)(F)c1cccc(-n2c(Cn3nnc4ccccc43)n[nH]c2=S)c1	16.8	-9.3	2.7	1.5	-52.6	97.0	-5.8	.	-0.1
O=C(c1c(Cl)nc2sccn12)N(C(=O)c1c(Cl)nc2sccn12)c1ccc(Cl)cn1	-24.9	12.2	6.0	0.6	24.9	101.0	-3.5	3.7	0.1
Cc1ccccc1NC(=O)CSC(N)=O	-2.2	-4.8	2.1	5.0	-0.3	103.0	-3.2	-5.1	-0.4
CCN(CC)c1ccc(N=Cc2cc(Br)ccc2O)cc1	-13.3	-3.8	4.8	0.9	-4.6	106.0	-1.4	1.9	0.1
CCN=C1NN=C(c2cc(C)n(CCc3ccccc3)c2C)CS1	8.3	7.8	0.1	.	-0.4	106.0	2.8	0.4	0.4
COc1ccc(/C=N/NS(=O)(=O)c2ccc(NC(C)=O)cc2)cc1	-3.3	-6.3	-4.6	-1.9	-24.7	106.0	-6.6	11.1	2.1
NC(=O)C1CCC(NC(=O)OCc2ccccc2)CC1 (stereo unspecified)	-0.8	-10.6	7.5	0.3	-8.1	106.0	-0.1	0.2	-0.1
CCCC(=O)NC(Nc1ccc(S(=O)(=O)Nc2cc(C)on2)cc1)(C(F)(F)F)C(F)(F)F	-41.9	.	2.7	0.8	.	95.0	1.4	-2.8	4.2
Oc1cc(Nc2ccncc2)cc2cccnc12	-1.8	.	3.8	2.3	.	.	-2.1	-0.6	-1.5
CC(=O)Nc1ccc(S(=O)(=O)Oc2ccc(C=O)cc2)cc1	0.8	-4.6	-7.8	-0.6	22.0	100.0	-4.1	4.2	-0.1
CN(C)S(=O)(=O)c1ccc(C(=O)NCc2nnc(SCC(=O)N3CCCC3)o2)cc1	-0.6	-13.8	-2.9	6.4	41.8	101.0	0.5	2.5	3.4
N#CCCN(C(=O)COC(=O)Cc1c[nH]c2ccccc12)c1ccccc1	-24.0	.	18.4	2.7	.	.	-2.1	-1.9	2.0
COc1ccc(/C=N/NC(=O)c2ccn[nH]2)cc1COc1ccc([N+](=O)[O-])c(C)c1	-10.0	-17.6	-2.1	-11.8	10.0	102.0	3.6	.	-1.8
O=C(NCCc1ccccc1)c1cnc2ccccn2c1=O	-1.5	-8.2	7.2	-0.5	11.5	108.0	-1.3	4.8	-2.6
COc1ccc(-c2csc(-n3cccn3)n2)cc1	12.4	-0.1	1.1	0.2	.	99.0	-11.5	-4.6	-1.0
O=[N+]([O-])c1cc([N+](=O)[O-])c(Oc2cc(F)cc(F)c2F)cc1NN1CCCCC1	-0.4	-9.2	-1.2	2.3	9.6	100.0	-1.6	-2.4	-0.7
COCCCN(C(=O)c1cc(Cl)nc2ccccc12)c1c(N)n(Cc2ccccc2)c(=O)[nH]c1=O	4.3	.	3.9	.	.	.	-0.7	-1.0	0.0
CCCNC(=O)COC(=O)c1cc2c(=O)n3ccccc3nc2s1	24.1	-1.3	4.0	3.8	0.3	86.0	2.2	0.4	-3.2
CCCCC(=O)Nc1cc(OCC)c(NC(=S)NC)cc1OCC	8.9	13.5	-10.5	1.4	-2.7	86.0	-5.8	5.3	0.3
CCSc1nnc(CNC(=O)c2ccccc2F)n1-c1ccccc1OC	3.1	-14.4	2.0	-2.4	-1.7	103.0	10.8	1.3	0.3
Cc1ccc(C2(c3noc(CN(C)CC4CCCCO4)n3)CCCC2)cc1 (stereo unspecified)	-2.7	-6.2	-17.0	-7.0	32.3	107.0	-8.8	-2.5	0.3
CC(=O)Nc1ccc(S(=O)(=O)Nc2ccccc2C(=O)N2CCCCC2)cc1	2.7	-12.6	0.1	-0.1	8.1	101.0	-6.2	-3.7	0.7
CCC(=O)N(c1nnc(SCC(=O)NN2C(=O)NC3(CCCCC3)C2=O)s1)C1CC1	-1.6	.	2.4	-0.8	.	.	-2.7	0.4	0.0
O=C(/C=C/c1ccc(S(=O)(=O)N2CCOCC2)cc1)NC(CO)C(O)c1ccc([N+](=O)[O-])cc1 (stereo unspecified)	12.1	.	2.8	2.2	.	.	-7.5	4.1	0.6
Cc1ccc(CNC(=O)C(=O)NCC2OCCCN2S(=O)(=O)c2ccc(F)cc2)cc1 (stereo unspecified)	-8.8	-7.2	3.6	-2.4	18.5	87.0	1.9	7.8	-3.6
CCCCOc1ccc(NS(=O)(=O)c2ccc(-n3cnnn3)cc2)cc1	-0.1	-25.0	-5.4	2.0	16.9	102.0	-0.3	9.2	0.7
Cc1ccc(NC(=O)N2CCCC2C(=O)Nc2ccc3c(c2)OCCO3)cc1 (stereo unspecified)	-3.2	-10.6	-2.2	0.9	30.5	98.0	-6.0	1.4	-0.7
CCOC(=O)c1c(NC(=O)C(Sc2ccccc2)c2ccccc2)sc(C(=O)N(C)C)c1C (stereo unspecified)	10.4	3.8	-7.5	-0.9	-1.1	102.0	-4.4	-1.7	8.2
Cn1cnc2c1c(=O)n(Cc1ccccc1C#N)c(=O)n2C	4.1	-11.0	1.2	4.1	28.4	94.0	-8.5	-1.1	3.8
COc1ccc(NS(=O)(=O)c2ccc(OC)c(N(C)S(=O)(=O)c3ccc(Cl)cc3)c2)cc1	-23.2	-5.9	-15.3	-1.6	28.3	107.0	24.8*	3.9	1.5
O=C(N/N=C/c1cc(Cl)cc([N+](=O)[O-])c1O)NC12CC3CC(CC(C3)C1)C2	53.5*	6.6	-0.1	-1.6	5.7	98.0	-3.4	6.8	-3.4
Cc1ccc(NC(=O)Nc2c(C)[nH]c(=O)[nH]c2=O)cc1Cl	-10.7	-0.8	4.8	9.5	5.5	111.0	-10.2	2.3	3.6
COC(=O)c1ccc(C)c(NC(=O)CCc2ccc(OC)cc2)c1	23.6	-13.5	1.1	0.7	12.2	93.0	-3.2	1.8	1.7

Ordered by number of heavy atoms (largest number first): three of the compounds above
SMILES	CRFR2-BP antag	pCIP destab	CHRM4 PAM	IDE inh	PHOSPHO1 inh	MEKK3 PB1 HTS	GalR3 antag	IDE act	CRFR2-BP ag
CCSc1nnc(CNC(=O)c2ccccc2F)n1-c1ccccc1OC	3.1	-14.4	2.0	-2.4	-1.7	103.0	10.8	1.3	0.3
C[C@H](NC(=O)NCCc1ccccc1)C(=O)O	1.6	2.4	4.2	0.4	1.2	94.0	0.1	3.9	-0.4
c1ccc(-c2ccc3sccc3n2)cc1	9.9	.	4.1	-0.9	.	103.0	-5.7	0.0	-4.6
